Rad51 HR inh – blocks human Rad51 in homologous recombination | 200,000 compounds, 0.085% hits | hRad51 DNA strand exchange, fluorescence dequenching | inhibition, % at 10 µM;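 active = inhibition above 40% at the single screening dose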;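 also: 0% = DMSO control wells and 100% = blanks with heterologous ssDNA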
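Read-out basis: percent inhibition relative to plate controls and blanks / Assay system: human Rad51 nucleoprotein filaments preassembled on unlabelled ssDNA / Timing: filaments 15 min 37 °C, then compound 30 min / Control set: per-plate controls and blanks / Technique: fluorescence dequenching at 485/520 nm / Compound: 10 µM final, single point / Also added: Fluorescein- and BHQ1-tagged 47-mer duplex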
Cl transport mod – KCC2 (human) Cl- transport modulation; Q9H2X9; KCC2 cells, thallium flux FluoZin-2 fluorescence; B-score of Tl+ flux slope (higher = more flux/activation; lower = inhibition) at 10 µM; 190,000 compounds, 2.2% hits; AID 1456;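 active = thallium flux slope and its plate-corrected score both differing from the plate sample mean at a set confidence after two filtering rounds, in either direction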;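 also: slope of fluorescence scaled to starting intensity during 10 to 20 s after thallium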
Target sequence (Q9H2X9 whole entry, looked up): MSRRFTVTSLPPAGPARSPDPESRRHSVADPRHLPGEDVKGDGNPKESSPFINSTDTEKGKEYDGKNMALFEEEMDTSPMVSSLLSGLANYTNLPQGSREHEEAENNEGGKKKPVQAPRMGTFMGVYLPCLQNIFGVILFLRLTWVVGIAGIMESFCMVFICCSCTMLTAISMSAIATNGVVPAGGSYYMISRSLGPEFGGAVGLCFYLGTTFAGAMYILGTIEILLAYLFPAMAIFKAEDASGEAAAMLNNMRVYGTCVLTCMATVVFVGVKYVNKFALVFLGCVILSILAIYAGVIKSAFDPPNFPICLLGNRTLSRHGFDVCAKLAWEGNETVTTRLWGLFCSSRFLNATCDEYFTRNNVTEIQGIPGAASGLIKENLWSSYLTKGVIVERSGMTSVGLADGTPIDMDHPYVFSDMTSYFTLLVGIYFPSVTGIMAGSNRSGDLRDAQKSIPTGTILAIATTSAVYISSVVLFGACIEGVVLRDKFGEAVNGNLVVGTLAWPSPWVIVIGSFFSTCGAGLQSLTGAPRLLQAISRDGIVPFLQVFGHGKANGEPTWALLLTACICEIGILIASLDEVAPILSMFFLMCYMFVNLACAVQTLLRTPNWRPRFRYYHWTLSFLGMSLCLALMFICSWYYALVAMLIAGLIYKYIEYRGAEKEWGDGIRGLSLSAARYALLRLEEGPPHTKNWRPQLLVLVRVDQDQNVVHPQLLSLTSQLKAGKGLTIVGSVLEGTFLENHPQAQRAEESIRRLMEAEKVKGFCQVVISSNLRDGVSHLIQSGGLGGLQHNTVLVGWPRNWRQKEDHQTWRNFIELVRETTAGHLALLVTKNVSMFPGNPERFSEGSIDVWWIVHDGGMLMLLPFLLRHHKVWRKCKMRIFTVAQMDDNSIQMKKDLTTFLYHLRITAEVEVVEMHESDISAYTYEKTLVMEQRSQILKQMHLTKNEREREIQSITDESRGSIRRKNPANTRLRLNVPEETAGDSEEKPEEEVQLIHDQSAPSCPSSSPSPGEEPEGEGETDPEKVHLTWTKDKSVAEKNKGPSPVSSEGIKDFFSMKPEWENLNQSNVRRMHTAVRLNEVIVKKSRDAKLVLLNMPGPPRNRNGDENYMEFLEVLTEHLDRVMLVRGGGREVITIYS
eIF4E 4G PPI – eIF4E/eIF4G interaction inhibition in translation initiation; P63073+Q04637; TR-FRET eIF4E-eIF4GI(517-606) binding, 2 h; inhibition, % at 21.7 µM; 220,000 compounds, 0.37% hits;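 also: 0% = full FRET control wells and 100% = background wells lacking eIF4GI fragment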
Thrombin inh – blocks human thrombin protease activity | 220,000 compounds, 0.26% hits | inhibition, % at 5 µM | P00734 | alpha-thrombin, Boc-VPR-AMC fluorogenic substrate cleavage;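 active = inhibition at or above 40%; inactive = inhibition below 40%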;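 also: 0% = enzyme with no compound and 100% = wells without enzyme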
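Assay system: human alpha-thrombin enzyme. Reagent: Boc-VPR-AMC substrate, 15 µM final. Compound dosing: one concentration per compound, 5 µM, with 0.2% DMSO. Incubation: room-temperature reaction. Technique: AMC fluorescence, 355/460 nm. Measure: % inhibition relative to enzyme controls and enzyme-free blanks.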
KLK5 inh – kallikrein 5 (human) inhibition. AID 873. 210,000 compounds, 0.59% hits. Q9Y337. inhibition, % at 5 µM. recombinant hK5, fluorogenic AMC substrate cleavage;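 active = inhibition of 40% or more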;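 also: 0% = enzyme controls without compound and 100% = no-enzyme blanks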
EBV gp42 inh – EBV gp42 inhibition; 220,000 compounds, 0.42% hits; Q1HVG2; AID 1085; inhibition, % (tested at 21.74 µM); Fluorescence polarization binding assay, mP read-out; in the data active = inhibition above about 50%
NCF1 inh – inhibitors of human p47phox binding; 220,000 compounds, 0.53% hits; P14598; AID 1274; inhibition, % at 24.7 µM; p47phox/p22phox peptide binding, fluorescence polarization, 2 h;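 also: 0% = p47phox with labelled peptide and 100% = labelled peptide alone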
14-3-3 Bad inh – disrupts binding of bovine 14-3-3 zeta to phospho-Bad peptide; inhibition, % at 21.7 µM; AID 781; P63103; 220,000 compounds, 0.71% hits; TR-FRET 14-3-3zeta/Dy647-pBad peptide displacement, 1 h;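 active = inhibition above about 70%, limit read from the data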;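 also: 0% = full 14-3-3 plus peptide FRET controls and 100% = background without 14-3-3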
Furin inh – blocks human furin protease activity | P09958 | purified furin, fluorogenic substrate cleavage | inhibition, % at 30 µM | 220,000 compounds, 0.061% hits | AID 463115; in the data active = inhibition above about 25%; also: inactives centre near -15
An asterisk follows results filed as active; / = not tested or not shown; & = joins results of further samples; [ ] = remark or other dose.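 The calls were made as follows, unless noted: active = inhibition above about 30% (limit read from the data); inactive = the rest.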 The order is random (roughly 4.7% active in at least one column).

SMILES | Thrombin inh | eIF4E 4G PPI | NCF1 inh | KLK5 inh | 14-3-3 Bad inh | Cl transport mod | EBV gp42 inh | Furin inh | Rad51 HR inh
COc1ccc(OC)c(NC(=O)C23CCC(C)(C(=O)O2)C3(C)C)c1 (stereo not drawn) | -19.8 | -8.8[fluorescence artefact?] | -10.6 | -29.2 | -3.4[fluorescence artefact?] | 1.01 | -7.7 | 0.5[20 µM] | /
Cn1ncc2c(Nc3cccc4ccccc34)ncnc21 | -13.2 | 4.2 | -5.5 | -19.5 | 6.0[fluorescence artefact?] | / | -1.3 | -18.7[20 µM] | 0.7
CCCCCc1c(O)nc(SCC(=O)NCC2CCCO2)[nH]c1=O (stereo not drawn) | 0.3 | 2.7 | -7.5 | -14.6 | -7.3 | 0.512 | -16.9 | -21.0[20 µM] | 0.8
Cc1ccc(NS(=O)(=O)c2cc(OCC(N)=O)c(C)cc2Cl)cc1C | -6.5 | 0.9 | -5.1 | -14.7 | -9.1 | -0.265 | 2.2 | 12.5[20 µM] | 4.2
Cc1csc(SCC(=O)NCc2ccc3c(c2)OCO3)n1 | -5.0 | -15.2 | -2.7 | -3.8 | -2.7 | 0.0727 | -9.3 | -30.5 | /
CC(=O)c1ccc(N2CCN(C(=S)Nc3cccc(F)c3)CC2)cc1 | -3.3 | 0.4 | -9.1 | 4.9 | -12.2[fluorescence artefact?] | -0.329 | -7.6 | -13.7 | 1.3
COCCCNC(=S)Nc1cccc(SC)c1 | 4.3 | 1.1 | -1.5 | 3.4 | -1.3 | 0.389 | -8.3 | -18.8 | 13.6
O=C(O)/C=C\C(=O)Nc1ccccc1C#Cc1ccc(Br)cc1 | -5.4 | -3.9 | -1.2 | -14.8 | 35.7 | -1.11 | 4.4 | -21.1[20 µM] | -1.0
Brc1cccc(-c2cnc3n2CCCCC3)c1 | 1.0 | -0.9 | -11.4 | 5.3 | -4.3 | / | -28.7 | -19.1[20 µM] | 4.0
CCOc1ccccc1NC(=O)C(Sc1nnc2ccccn12)c1ccccc1 (stereo not drawn) | -13.5 | 1.8 | -2.6 | -6.3 | -2.4 | -0.85 | 4.0 | -11.9 | 5.5
COc1ccc(S(=O)(=O)N2CCN(c3ccccn3)CC2)cc1OC | -6.8 | / | 7.0 | -6.0 | / | 0.327 | -26.0 | -21.5[20 µM] | 5.6
Cc1cc(C)cc(NCCC#N)c1 | -3.9 | 4.7&-0.9 | 0.1&-8.9 | -7.0&-9.0 | 4.5&2.1 | 0.0849&1.52 | -17.5&-8.8 | -24.3&-21.2 | 8.6&-6.2
CC/C(C)=N\Nc1nc(-c2cc3cc(OC)ccc3oc2=O)cs1 | -11.4 | 0.7 | -10.1 | -1.9 | -12.7 | 0.594 | 1.0 | -10.8 | /
CCC/C(O)=N\S(=O)(=O)c1ccc(N=NN(C)C)cc1 | 7.5 | 0.2 | -5.0 | -4.2 | 2.5 | -0.347 | -19.9 | -18.3[20 µM] | -4.9
Cc1sc(NC(=O)C2C3C=CC(C3)C2C(=O)O)c(C(N)=O)c1-c1ccc(C(C)C)cc1 (stereo not drawn) | -2.7 | 18.5 | -10.3 | -14.1 | 8.5 | -1.58 | -5.9 | -9.3 | 1.7
C/C(CS(=O)(=O)c1ccc(Cl)cc1)=N/NC(N)=S | 10.5 | 5.6 | -4.5 | -0.4 | -10.3 | 1.98 | -24.9 | -28.7 | 24.3
CC1CCCCN1C(=O)/C=C/c1ccccc1[N+](=O)[O-] (stereo not drawn) | -7.2 | 3.4 | -11.7 | 3.8 | -1.6 | / | -17.7 | -19.6 | -4.2
COc1ccc(-n2c(SCC(=O)Nc3nccs3)nc3c(c2=O)SC(C)C3)cc1 (stereo not drawn) | -3.0 | 0.3 | 7.3 | -27.8 | -0.6 | 0.288 | -3.9 | -27.4 | -4.3
Cn1c(=O)n(C)c2cc(S(=O)(=O)NCC(=O)O)ccc21 | -4.1 | -1.5 | -8.6 | -8.9 | -13.9 | 0.261 | -11.8 | -26.2 | 13.9
Cc1nn(Cc2cccc(C(=O)Nn3cc([N+](=O)[O-])cn3)c2)c(C)c1[N+](=O)[O-] | 3.6 | -8.1 | -8.0 | 4.6 | 0.4 | -1.62 | -16.9 | -25.4 | 6.4
CS(=O)(=O)c1ccccc1-c1nc(-c2ccc(C(F)(F)F)cc2)no1 | 0.5 | 2.0 | -1.7 | 1.1 | -3.7 | 0.0674 | -8.7 | -12.2[20 µM] | 2.2
COc1ccc2ccc(=O)oc2c1CC=C(C)C | 2.1 | 4.4 | -10.1 | -7.9 | -6.2 | -1.86 | -14.2 | -13.3 | 2.5
CCCOc1ccc(Br)cc1/C=N/NC(=O)c1cc(OC)c(OC)c(OC)c1 | -8.0 | -2.0 | -13.4 | -11.1 | -14.5[fluorescence artefact?] | 0.425 | 3.1 | -13.8 | -4.6
O=C1C2C3C=CC(C3)C2C(=O)N1/N=C/c1cn(Cc2ccc(F)cc2)c2ccccc12 (stereo not drawn) | 1.9 | 9.1 | -12.7 | -8.6 | -5.2 | -1.17 | -5.5 | -9.0[20 µM] | 4.5
COCCCNC(=O)c1ccc2c(c1)OCO2 | -6.1 | -7.5[fluorescence artefact?] | 0.2 | -33.6 | -0.2[fluorescence artefact?] | -0.291 | -23.9 | -14.7[20 µM] | 2.7
CSc1nnc(-c2cccs2)n1-c1ccccc1 | 2.6 | 0.2 | -0.4 | 1.7 | 16.2 | -0.528 | 0.1 | -19.9[20 µM] | 2.0
O=C(O)c1cccc(CSc2nc(-c3ccc(Cl)cc3)cc(C(F)(F)F)n2)c1 | 1.6 | 1.0 | -31.8 | 6.3 | 4.9 | / | -0.1 | -19.7[20 µM] | 3.5
Cc1ccccc1CN1CCNC1=O | -5.1 | -10.4 | 1.3 | -5.8 | -11.1 | 0.0326 | -12.2 | -8.3[20 µM] | -3.3
O=C(O)c1ccccc1C(=O)Nc1ccccn1 | -3.7 | -3.7[fluorescence artefact?] | -0.2 | 1.2 | -0.1[fluorescence artefact?] | -0.383 | -7.2 | 6.6[20 µM] | -2.8
CCCc1nc2c(C)cc(C)cc2c(N)c1CC | -1.6 | 3.3 | -0.2 | -32.1 | 50.0 | / | -7.0 | -23.5[20 µM] | -8.3
C=C(C)C1CC=C(C)/C(=N/Nc2ccccc2[N+](=O)[O-])C1 (stereo not drawn) | -6.1 | -0.7[fluorescence artefact?] | -17.0 | -25.4 | -2.6 | -0.22 | -11.0 | -12.7 | /
Cc1c(-n2c(SCC(=O)NC(C)C)nc3ccccc3c2=O)c(=O)n(-c2ccccc2)n1C | -7.0 | 6.6 | 3.5 | -9.9 | -4.6 | -0.00892 | -10.4 | -20.0 | 5.9
Cc1cc(-c2n[nH]c(=S)n2-c2ccc(C)c(C)c2)no1 | -1.1 | 2.1 | -1.3 | -9.8 | 7.6 | / | -9.4 | -26.8 | -1.8
CCOC(=O)C1CCN(Cc2ccc(O)c3ncccc23)CC1 | 6.4 | -7.2 | 2.4 | -243.4 | -5.6 | 0.356 | -17.6 | -29.6 | -5.3
CC1=NN(C(=O)COc2ccccc2)C(O)(c2ccccc2)C1 (stereo not drawn) | -2.3 | 2.9 | -16.5 | -18.2 | -12.0 | 0.708 | 3.5 | -22.3 | -6.0
COc1ccc(CCNC(=O)c2cc(-c3ccc4c(c3)OCO4)on2)cc1OC | -2.8 | -3.2 | 2.6 | -4.6 | 4.2 | 0.511 | -16.7 | -23.0 | 1.6
COC(=O)C(C)Sc1nc2c(cnn2-c2ccc(C)cc2)c(=O)[nH]1 (stereo not drawn) | 2.8 | -0.2 | -5.1 | -1.0 | 18.2 | -0.279 | 9.2 | -10.9 | -2.8
COc1ccc(CCN(C(=O)C(F)(F)F)C(C(=O)NC2CCCCC2)c2ccc(C)s2)cc1OC (stereo not drawn) | -3.2 | -12.3[fluorescence artefact?] | 0.8 | -4.6 | -10.6 | / | -9.3 | 6.0[20 µM] | -3.5
CCC(C(=O)Nc1cccc(C(=O)O)c1C)c1ccccc1 (stereo not drawn) | 1.6 | 0.7 | -11.2 | -3.9 | -5.2 | 0.0887 | -14.2 | -7.5 | -7.0
Cn1c(SCc2ccc(Cl)cc2Cl)nc(C(F)(F)F)cc1=O | -3.0 | -3.1 | -2.5 | 0.5 | 6.1 | 0.523 | -15.5 | -4.5[20 µM] | /
Cc1cc(C)c(/C=N/NC(=O)c2nnn(-c3nonc3N)c2COc2ccc(F)cc2)c(C)c1 | -3.4 | -2.5 | -6.9 | -4.7 | -1.3 | 0.664 | -4.1 | -11.5 | /
CN1C(=O)C(CCC(=O)O)NC1=S (stereo not drawn) | 1.3 | 6.8 | 4.1 | 1.8 | 3.0 | 0.771 | 1.4 | -18.3 | 26.3
O=C(Nc1nnc(-c2ccccc2Cl)o1)c1ccc(S(=O)(=O)N2CCCCCC2)cc1 | 0.2 | 2.7 | -7.1 | -66.2 | 14.3 | 8.49* | -1.9 | -13.1[20 µM] | 10.8
Cc1cc(/C=N/NC(=O)c2ccsc2)c(C)n1-c1cnccn1 | / | -2.7 | -2.4 | -2.1 | -4.7 | 0.586 | 1.0 | -7.2 | 7.6
N#CC1=C(N)C2=CCCC[C@H]2[C@H](c2cccc(F)c2)C1(C#N)C#N | -1.2 | 18.3 | -20.8 | -11.9 | -18.0[fluorescence artefact?] | -1.16 | 29.0 | -14.0 | -13.9

Whole records, quoted from the list. Values in the order: Thrombin inh | eIF4E 4G PPI | NCF1 inh | KLK5 inh | 14-3-3 Bad inh | Cl transport mod | EBV gp42 inh | Furin inh | Rad51 HR inh
COC(=O)C(C)Sc1nc2c(cnn2-c2ccc(C)cc2)c(=O)[nH]1 (stereo not drawn) reads 2.8 | -0.2 | -5.1 | -1.0 | 18.2 | -0.279 | 9.2 | -10.9 | -2.8
CSc1nnc(-c2cccs2)n1-c1ccccc1 reads 2.6 | 0.2 | -0.4 | 1.7 | 16.2 | -0.528 | 0.1 | -19.9[20 µM] | 2.0

New compounds follow:
SMILES | Thrombin inh | eIF4E 4G PPI | NCF1 inh | KLK5 inh | 14-3-3 Bad inh | Cl transport mod | EBV gp42 inh | Furin inh | Rad51 HR inh
C[C@H](NC(=O)c1nc[nH]c1C(=O)NC1CCN(C(=O)OC(C)(C)C)CC1)C(=O)OC(C)(C)C | -3.1 | 1.0 | -2.0 | -2.2 | -7.5 | -0.579 | 0.6 | -22.7 | /
CCOC(=O)C1CCN(S(=O)(=O)c2ccc3c4c(cccc24)C(=O)N3)CC1 | -5.2 | -0.6 | -10.2 | -18.6 | 12.1 | 0.196 | -3.2 | -30.5 | 13.7
COc1ccccc1NC(=S)N1CCC(C(=O)c2ccc(F)cc2)CC1 | 2.0 | -0.8 | -9.7 | -18.2 | -0.6 | 0.203 | -8.2 | -39.2 | 10.9
O=C(NCc1cccnc1)c1cc2nc(-c3ccc4c(c3)OCO4)cc(C(F)(F)F)n2n1 | -1.7 | -2.5 | -9.4 | 1.5 | -4.3 | 0.312 | 10.0 | -16.1 | 7.4
CN1C(=O)CC(N2CCN(CC(=O)N3CCCC3)CC2)C1=O (stereo not drawn) | 0.8 | 4.7 | -5.4 | 1.4 | 0.4 | 0.747 | 1.6 | -24.6 | 3.9
Cc1cc(NC(=O)c2ccc3c(c2)OCO3)no1 | 0.3 | 1.9 | -14.4 | -11.2 | 4.5 | / | -19.3 | -17.9[20 µM] | 1.9

Screening data as filed in PubChem.
